TRPC4 PAM = allosteric potentiators of mouse TRPC4 channel. Q9QUQ5. HEK293 TRPC4beta/mu-opioid, DAMGO EC20, Fluo-4 Ca2+ flux; active compounds read high. B-score at 10 µM. actives 0.42% (n = 310,000);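 active means B-score of calcium response area above 5 SD of library B-scores, with initial fluorescence ratio within 5 SD of library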;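 further: B-score of integrated fluorescence ratio over time as area under calcium response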
KCNQ1 block = human KCNQ1 channel inhibition. P51787. CHO-K1 KCNQ1, FluxOR thallium flux fluorescence; active compounds read high. B-score at 10 µM. actives 1.3% (n = 310,000). AID 2642;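 active means compounds whose thallium flux B-score, printed positive for inhibition, exceeds three library SD while starting fluorescence stays within three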;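 further: channel opened by potassium depolarization with thallium stimulus after 20 min compound exposure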
Target sequence (P51787 whole entry, looked up): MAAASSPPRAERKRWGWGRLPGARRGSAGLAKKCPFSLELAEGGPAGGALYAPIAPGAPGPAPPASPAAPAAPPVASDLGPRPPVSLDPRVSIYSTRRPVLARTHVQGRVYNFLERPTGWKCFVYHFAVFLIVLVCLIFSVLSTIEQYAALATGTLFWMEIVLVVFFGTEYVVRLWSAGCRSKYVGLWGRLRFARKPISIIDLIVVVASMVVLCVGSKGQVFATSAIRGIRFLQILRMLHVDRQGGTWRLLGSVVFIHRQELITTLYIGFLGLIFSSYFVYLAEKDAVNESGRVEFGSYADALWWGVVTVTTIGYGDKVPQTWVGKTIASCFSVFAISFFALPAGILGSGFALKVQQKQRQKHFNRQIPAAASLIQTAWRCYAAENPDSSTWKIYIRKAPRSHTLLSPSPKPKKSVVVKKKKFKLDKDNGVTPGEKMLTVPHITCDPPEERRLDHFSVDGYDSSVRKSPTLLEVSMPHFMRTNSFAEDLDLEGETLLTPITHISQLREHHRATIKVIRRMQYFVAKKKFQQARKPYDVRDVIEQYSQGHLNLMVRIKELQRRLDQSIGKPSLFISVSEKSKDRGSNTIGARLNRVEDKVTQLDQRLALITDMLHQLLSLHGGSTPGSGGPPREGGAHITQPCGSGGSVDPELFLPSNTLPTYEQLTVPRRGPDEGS
hERG protect = shields human hERG channel from block by proarrhythmic agents; Q12809; CHO-hERG, FluxOR thallium flux, dofetilide IC70 present; activation (rescue from dofetilide block), less the hit threshold, % at 10 µM; actives 0.51% (n = 310,000); AID 1511;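 active means activation above the mean of controls blocked by dofetilide plus 5 SD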;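 further: thallium influx through hERG after potassium depolarization seen as dye fluorescence rise; in these data hits start at about 4.7%; inactives centre near -7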
TRPC4 act = TRPC4 (mouse) channel activation; HEK293 TRPC4beta/mu-opioid, Fluo4 calcium fluorescence; active compounds read high; B-score at 10 µM; actives 0.49% (n = 310,000); AID 2237;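 active means B-score above 5 SD of library B-scores, and initial fluorescence ratio not above library mean plus 5 SD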;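 further: positive B-score marks a calcium rise read as TRPC4 activation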
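Assay system: HEK293 cells stably co-expressing mouse TRPC4beta and mu-opioid receptor / Timing: Fluo4 dye loading 45 min at room temperature, 110 s recording / Signal: Fluo4 calcium-sensitive dye fluorescence, kinetic, 1 Hz baseline / Read-out: integrated baseline-normalised fluorescence ratio, converted to per-well B score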
KCNK9 block = human KCNK9 channel inhibition. Q9NPC2. HEK293 KCNK9, FluxOR thallium flux fluorescence; active compounds read low. B-score at 10 µM. actives 1.2% (n = 310,000). AID 488922;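 active means ratio B-score over 3 SD below the library mean, with starting fluorescence within 5 SD of its mean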;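 further: negative B-score means less thallium flux so channel inhibition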
Target sequence (Q9NPC2 whole entry, looked up): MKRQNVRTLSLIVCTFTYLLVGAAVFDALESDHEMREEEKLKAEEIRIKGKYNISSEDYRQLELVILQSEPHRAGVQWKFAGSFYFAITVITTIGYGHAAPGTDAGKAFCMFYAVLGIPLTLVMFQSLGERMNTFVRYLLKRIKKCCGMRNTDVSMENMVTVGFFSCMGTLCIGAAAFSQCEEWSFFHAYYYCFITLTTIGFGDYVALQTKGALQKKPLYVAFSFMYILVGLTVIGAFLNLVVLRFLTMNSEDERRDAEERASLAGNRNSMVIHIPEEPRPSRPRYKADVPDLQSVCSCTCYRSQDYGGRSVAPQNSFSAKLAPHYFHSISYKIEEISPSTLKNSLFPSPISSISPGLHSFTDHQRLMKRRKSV
TMEM16A act = activates or potentiates the mouse TMEM16A chloride channel; Q8BHY3; HEK293 TMEM16A/YFP-H148Q/I152L, iodide quench fluorescence; active compounds read low; B-score at 10 µM; actives 0.3% (n = 340,000);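 active means fluorescence-ratio B-score plate-corrected deviation score at least 3 library SD below zero, with starting fluorescence score within 5 deviations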;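 further: channel opened by trigger with iodide after compound preincubation; score built on the fluorescence ratio of max minus min over baseline; more negative score means more quench and so TMEM16A activation or potentiation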
HDAC3 inhib = blocks human histone deacetylase 3 | recombinant HDAC3, fluorogenic peptide/trypsin coupled, fluorescence | inhibition, % at 8.3 µM | actives 0.15% (n = 320,000) | AID 2718; in the data active means inhibition above about 26%, passing the limit was not always enough
KCNK3 inh = human KCNK3 channel inhibition, primary screen | O14649 | CHO-KCNK3 thallium flux, FluxOR fluorescence; active compounds read low | B-score at 10 µM | actives 0.84% (n = 340,000);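 active means B-score under library mean minus 4 SD, starting fluorescence ratio at most library mean plus 5 SD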;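 further: more negative B-score means stronger inhibition of thallium flux through KCNK3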
KCNQ1 act = potentiates or activates the human KCNQ1 potassium channel; CHO-K1 KCNQ1, thallium flux FluxOR fluorescence; active compounds read high; B-score at 10 µM; actives 0.35% (n = 310,000); AID 2648;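 active means fluorescence ratio B-score, a plate-corrected score, at least three library SD, with initial intensity B-score within 5 SD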
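Test system: CHO-K1 cells stably expressing KCNQ1 / Medium: assay buffer / Also added: depolarizing K+/Tl+ stimulus, K2SO4 and Tl2SO4 each 12.5 mM in 5x stock / Incubation: 90 min dye loading and 20 min compound exposure, both at room temperature / Signal: thallium influx via FluxOR fluorescence, kinetic imaging / Evaluation: B score of baseline-normalized fluorescence ratio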
ANO1 block = mouse TMEM16A channel inhibition, primary screen | Q8BHY3 | HEK293 TMEM16A/YFP iodide influx fluorescence, ionomycin | normalized B-score (activity score, 25-100; higher = stronger inhibition) at 10 µM | actives 1.2% (n = 310,000);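 active means ratio plate-corrected score three or more library SD toward inhibition, starting fluorescence score within five deviations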;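 further: score derived from kinetic fluorescence span divided by baseline fluorescence per well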
DYRK1A inh = Dyrk1A (rat) kinase inhibition. Q63470. ADP-Glo luminescence, NFATc1 peptide. inhibition, % at 12.5 µM. actives 0.43% (n = 310,000). AID 504441; in the data active means inhibition above about 50%;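 further: plate controls were vehicle with enzyme for no effect and no enzyme for full effect; many of its hits are not listed in these tables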
Starred values were filed as active, the others as inactive; i = inactive; · = not tested or not shown.

SMILES | TRPC4 PAM | KCNQ1 block | hERG protect | TRPC4 act | KCNK9 block | TMEM16A act | HDAC3 inhib | KCNK3 inh | KCNQ1 act | ANO1 block | DYRK1A inh
Cc1ccc(S(=O)(=O)Nc2c(C)n(C)n(-c3ccccc3)c2=O)cc1C(=O)NCc1ccccn1 | i | i | 4 | i | i | · | -5 | i | i | i | 1
CCOCC(=O)Nc1cccc(C(=O)OCC)c1 | i | i | -5 | i | i | i | -10 | i | i | i | 8
COc1ccccc1C(=O)Nc1ccccn1 | i | i | -8 | i | i | i | -11 | i | i | i | 3
COCC(C)NC(=O)c1ccc(-n2nc(C(F)(F)F)cc2-c2cccs2)cc1 (stereo not drawn) | i | i | -7 | i | i | i | 3 | i | i | i | -7
O=[N+]([O-])c1cccc(-c2nc(NCc3ccccc3)c3ccccc3n2)c1 | i | i | -11 | i | i | i | -4 | i | i | i | 1
COc1ccc(NC(=S)Nc2ccc(OC)cc2OC)c(OC)c1 | i | i | -7 | i | i | i | 1 | i | i | i | 1
O=C(O)c1ccc(/C=N/Nc2nc(N3CCCCC3)nc(N3CCCCC3)n2)cc1 | i | i | -13 | i | i | i | 10 | i | i | i | 1
CSc1ncccc1C(=O)OCc1ccccc1Cl | i | i | -21 | i | i | i | 5 | i | i | i | -1
CN1CCN(/N=C/c2ccc(-c3ccc([N+](=O)[O-])cc3)o2)CC1 | i | i | -15 | i | i | i | 12 | i | i | i | 4
CCn1cc(CN2CCCC(CO)(Cc3ccc(F)cc3)C2)c2ccccc21 (stereo not drawn) | i | i | -8 | i | i | i | -1 | i | i | i | -1
COc1ccc2nc(SCC(=O)Nc3ccc4sc(C)nc4c3)c(C#N)cc2c1 | i | i | -13 | i | i | i | 2 | i | i | i | -8
CCCCn1c(=O)[nH]c(=O)c2c1nc(-c1ccc(-c3ccccc3Br)o1)n2CCOC | i | i | -9 | i | i | i | 0 | i | i | i | 0
Cc1onc(-c2ccccc2)c1C(=O)N/N=C/c1ccc([N+](=O)[O-])s1 | i | i | -4 | i | i | i | 0 | i | i | i | 0
Cc1cc(C)cc(N(CC(=O)Nc2ccccc2)C2=NC3CS(=O)(=O)CC3S2)c1 (stereo not drawn) | i | i | -8 | i | i | i | 1 | i | i | i | 4
CCOC1OC(=O)C(Cl)=C1Nc1ccccc1C (stereo not drawn) | i | i | -8 | i | i | i | -1 | i | i | i | 12

Continued; the last two above are carried over.
SMILES | TRPC4 PAM | KCNQ1 block | hERG protect | TRPC4 act | KCNK9 block | TMEM16A act | HDAC3 inhib | KCNK3 inh | KCNQ1 act | ANO1 block | DYRK1A inh
Cc1cc(C)cc(N(CC(=O)Nc2ccccc2)C2=NC3CS(=O)(=O)CC3S2)c1 (stereo not drawn) | i | i | -8 | i | i | i | 1 | i | i | i | 4
CCOC1OC(=O)C(Cl)=C1Nc1ccccc1C (stereo not drawn) | i | i | -8 | i | i | i | -1 | i | i | i | 12
N#CCn1cc(/C=N/NC(=O)c2cc3c(ccc4ccccc43)o2)c2ccccc21 | i | i | -9 | i | i | i | -3 | i | i | i | -2
Cc1[nH]cnc1CSCc1ccc(F)cc1 | i | i | -8 | i | i | i | 2 | i | i | i | -4
O=C(CSc1nnc(NC2CCCCC2)s1)NCc1ccco1 | i | i | -9 | i | i | i | 1 | i | i | i | 5
CCOC(=O)Cc1nc(-c2ccc(Cl)cc2)n[nH]1 | i | i | -9 | i | i | i | 5 | i | i | i | 8
CCCN1C2=NS(=O)(=O)CCN2c2ccccc21 | i | i | 0 | i | i | i | 1 | i | i | i | 4
CCN=C1NN=C(c2ccc(C)cc2)CS1 | i | i | -3 | i | i | i | 0 | i | i | i | -4
CC(C)(C#N)NC(=O)c1ccco1 | i | i | -8 | i | i | i | -2 | i | i | i | -4
COc1ccc(C)cc1S(=O)(=O)N1CCC(C)CC1 | i | i | -11 | i | i | i | 5 | i | i | i | 3
CCOC(=O)N1CCN(C(=O)c2c(-c3ccccc3)noc2C)CC1 | i | i | -3 | i | i | i | 1 | i | i | i | 47
CC1(C)CC(=O)C=C(Nc2ccc(Br)cc2F)C1 | i | i | -7 | i | i | i | 0 | i | i | i | 11
O=C(Nn1cc(C(=O)Nc2ccc(F)cc2F)c2ccccc2c1=O)c1cnccn1 | i | i | -1 | i | i | i | -1 | i | i | i | -1
Cc1ccc(NC(=O)C(C)SCc2nc3sc4c(c3c(=O)[nH]2)CCCC4)nc1 (stereo not drawn) | i | i | -18 | i | i | i | -2 | i | i | i | 1
Cc1cc(C(=O)Cn2nc(C(=O)O)c3ccccc3c2=O)c(C)n1-c1cccc(C(F)(F)F)c1 | i | i | -8 | i | i | i | 1 | i | i | i | -2
CCOc1c(Br)cc(CNc2ccc(N3CCOCC3)cc2)cc1OC | i | i | -9 | i | i | i | -3 | i | i | i | -3
COc1ccc(Cl)cc1NC(=O)COC(=O)CCc1cc(OC)c(OC)c(OC)c1 | i | i | -6 | i | i | i | 2 | i | i | i | -2
Cc1ccc(S(=O)(=O)NCC(=O)N(c2ccccc2)C(C(=O)NCc2ccccc2)c2ccco2)cc1 (stereo not drawn) | i | i | -13 | i | i | i | · | i | i | i | -1
CSc1nc2sc(-c3ccccc3)cc2c(=O)n1N | i | i | -5 | i | i | i | -1 | i | i | i | -5
CCN(C(=S)NCc1ccccc1)c1ccccc1 | i | i | -2 | i | i | i | 6 | i | i | i | -1
O=C(Nc1nnc(-c2ccc(Cl)cc2)o1)c1cccc(N2C(=O)CCC2=O)c1 | i | i | -1 | i | i | i | 7 | i | i | i | -1
CCOc1ccc(CN(C)CC(O)COC(c2ccc(OC)cc2)c2ccc(OC)cc2)cc1 (stereo not drawn) | i | i | -24 | i | i | i | 4 | i | i | i | 5
O=[N+]([O-])c1cc(C(F)(F)F)cc([N+](=O)[O-])c1N1CCCNCC1 | i | i | -14 | i | i | i | -2 | i | i | i | -7
O=C(c1cccc(-c2ccc(O)cc2)c1)N1CCOCC1 | i | i | 1 | i | i | i | -6 | i | i | i | 3
Cc1cc(C)cc(N=C2NC(=O)/C(=C/c3cccs3)S2)c1 | i | i | -6 | i | i | i | 5 | i | i | i | -63
CCOC(=O)N1CCC(NS(=O)(=O)c2cc(Br)cnc2N)CC1 | i | i | -6 | i | i | i | -1 | i | i | i | -10
Cc1ccc(NCCC(=O)c2ccccc2)cc1Cl | i | i | -7 | i | i | i | -4 | i | i | i | -11
O=C(NCCc1ccccn1)C1CCN(S(=O)(=O)c2ccc3ccccc3c2)CC1 | i | i | -8 | i | i | i | 3 | i | i | i | -3
Cc1ccc(NC(=O)CN(C)S(=O)(=O)c2cccc3nsnc23)cc1 | i | i | -4 | i | i | i | 4 | i | i | i | -4
CSc1ncccc1C(=O)OCC(=O)c1ccccc1 | i | i | -5 | i | i | i | 4 | i | i | i | 2
O=C(Cc1ccccc1)N1CCC(c2nc(-c3ccc(F)cc3)no2)CC1 | i | i | -17 | i | i | i | 2 | i | i | i | 4
Cc1cccc(N=C2NC(=O)/C(=C/c3cccn3C)S2)c1C | i | i | -13 | i | i | i | 14 | i | i | i | 1
CCCS(=O)(=O)N1CCCC(C(=O)NCCN2CCC(Cc3ccccc3)CC2)C1 (stereo not drawn) | i | i | -2 | i | i | i | -1 | i | i | i | -9
FC(F)(F)c1ccccc1NC(=S)N1CCc2ccccc2C1 | i | i | -21 | i | i | i | -2 | i | i | i | 6
Cc1ccc(C2NC(=O)NC3=C2CCc2ccccc23)cc1 (stereo not drawn) | · | · | · | · | · | i | -12 | i | · | i | -4
CCCCOc1ccc(S(=O)(=O)Nc2ccc(NC(C)=O)cc2)cc1 | i | i | -24 | i | i | i | 5 | i | i | i | 1
O=C1Nc2ccccc2C(=O)C1(Cl)Cc1ccccc1 (stereo not drawn) | i | i | -4 | i | i | i | 2 | i | i | i | 5
CCCn1nnnc1-c1cc(Cl)cc(Cl)c1 | i | i | -13 | i | i | i | -3 | i | i | i | 0
COC(=O)CSc1nnc(-c2ccc(S(=O)(=O)N3CCCC3)cc2)n1C | i | i | -12 | i | i | i | -2 | i | i | i | 1
CN(CC(=O)Nc1ccc(F)cc1)C(=O)COC(=O)CSc1ccc(F)cc1 | i | i | -7 | i | i | i | 2 | i | i | i | 8
CC1(C)Cc2c(sc3nc(-c4ccccc4)n(N)c(=O)c23)CO1 | i | i | -10 | i | i | i | -4 | i | i | i | 13
O=C(Oc1ccc(/C=N/NC(=O)c2ccccn2)cc1)c1ccc(Br)cc1 | i | i | -10 | i | i | i | 1 | i | i | i | -4
CCOc1ccc(Cc2nc(-c3nonc3N)no2)cc1OCC | i | i | 3 | i | i | i | 7 | i | i | i | 2
CC12CCC(=O)N1C(C(=O)Nc1nnc(SCc3ccccc3)s1)CS2 (stereo not drawn) | i | i | -13 | i | i | i | 1 | i | i | i | -2
O=C(NC1CCCCC1)c1noc2c1CCCCC2 | i | i | -10 | i | i | i | 8 | i | i | i | 2
COCCn1c(SCC(=O)Nc2nnc(C)s2)nnc1-c1ccco1 | i | i | -4 | i | i | i | 10 | i | i | i | 4
Cc1cc(NS(=O)(=O)c2ccc(NC(=O)/C=C/c3ccccc3Cl)cc2)no1 | i | i | -19 | i | i | i | 5 | i | i | i | 5
COCCNC(=O)C(c1ccc(C)o1)N(C(=O)C(=O)NC1CCCCC1)c1ccc(F)cc1 (stereo not drawn) | i | i | -5 | i | i | i | -6 | i | i | i | 1
CC(C)NC(=O)Cn1c(=O)cnc2ccccc21 | i | i | -4 | i | i | i | -3 | i | i | i | -2
Cn1c(CCNC(=O)OC(C)(C)C)n[nH]c1=S | i | i | -5 | i | i | i | -3 | i | i | i | 5
O=c1c2ccccc2nc(-c2ccccc2)n1O | i | i | 4 | i | i | i | 0 | i | i | i | -6
CC(=O)Nc1nc(SCCCc2ccccc2)n[nH]1 | i | i | -2 | i | i | i | 4 | i | i | i | -7
COc1ccc2[nH]cc(CCNC(=O)Cc3ccc(Cl)cc3)c2c1 | i | i | -5 | i | i | i | -1 | i | i | i | -6
O=C(Nc1cc(C(F)(F)F)ccc1N1CCOCC1)c1ccc[n+]([O-])c1 | i | i | -9 | i | i | i | 3 | i | i | i | 4

Single records (already shown). Screens in order: TRPC4 PAM | KCNQ1 block | hERG protect | TRPC4 act | KCNK9 block | TMEM16A act | HDAC3 inhib | KCNK3 inh | KCNQ1 act | ANO1 block | DYRK1A inh
Entry for COCCNC(=O)C(c1ccc(C)o1)N(C(=O)C(=O)NC1CCCCC1)c1ccc(F)cc1 (stereo not drawn) → i | i | -5 | i | i | i | -6 | i | i | i | 1
Entry for CCCN1C2=NS(=O)(=O)CCN2c2ccccc21 → i | i | 0 | i | i | i | 1 | i | i | i | 4

From PubChem

A portion of the library; the hit share may differ from the screen's.
